Bioassay records: PubChem, several laboratories
GSH bead fluor = compound fluoresces at 488/530 nm on GSH beads | GSH beads flow cytometry, compound fluorescence 488/530 nm; active compounds read high | fluorescence (KMESF) at 10 µM | actives 0.25% (n = 190,000) | AID 1776; in the data active = fluorescence above about 89;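 also: glutathione beads carrying GST-tagged Bcl family fusion proteins plus one bare bead set; values are compound well signal with DMSO vehicle wells as background; inactives centre near 16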
Bcl-XL Bim block = disrupts Bim peptide binding to human Bcl-XL | bead flow cytometry, fluorescence | inhibition, % at 10 µM | actives 0.04% (n = 190,000)
Target sequence (Q07817 whole entry, looked up): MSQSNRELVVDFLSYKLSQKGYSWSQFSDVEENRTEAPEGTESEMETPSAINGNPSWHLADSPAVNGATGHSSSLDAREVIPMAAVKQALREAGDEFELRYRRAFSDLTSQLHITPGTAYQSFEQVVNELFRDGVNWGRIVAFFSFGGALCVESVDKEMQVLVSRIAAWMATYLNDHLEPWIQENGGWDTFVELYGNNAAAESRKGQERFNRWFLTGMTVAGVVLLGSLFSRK
RGS7-Gao reg = modulates binding of RGS7 to human Galphao; AID 1439; actives 0.35% (n = 220,000); P09471; Multiplexed bead flow cytometry; actives lie on both sides; binding response (% of control), % at 10 µM; in the data active = binding response below about 49% or above about 150%; inconclusive = no clear call, values can overlap the other calls; inactive = in between;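 also: fluorescent Galphao held in activated GDP-AlF4 state binding bead-coupled RGS7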
Target sequence (P09471 whole entry, looked up): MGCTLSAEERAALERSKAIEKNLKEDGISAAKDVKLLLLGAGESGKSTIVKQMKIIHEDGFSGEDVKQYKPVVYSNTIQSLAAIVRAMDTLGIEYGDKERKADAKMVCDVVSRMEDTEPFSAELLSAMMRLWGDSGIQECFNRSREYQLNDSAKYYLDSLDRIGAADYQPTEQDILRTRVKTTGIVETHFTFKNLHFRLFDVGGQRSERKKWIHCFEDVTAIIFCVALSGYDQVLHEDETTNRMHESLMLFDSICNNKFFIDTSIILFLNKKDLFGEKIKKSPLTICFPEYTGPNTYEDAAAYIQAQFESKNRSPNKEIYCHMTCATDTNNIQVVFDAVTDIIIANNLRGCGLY
Bcl-B Bim block = human Bim-Bcl-B interaction inhibition. Q9HD36. bead-based flow cytometry, Bim peptide-Bcl-B binding. inhibition, % at 10 µM. actives 0.073% (n = 190,000). AID 951;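 also: 0% = tracer peptide without compound and 100% = reference inhibitor peptide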
Target sequence (Q9HD36 whole entry, looked up): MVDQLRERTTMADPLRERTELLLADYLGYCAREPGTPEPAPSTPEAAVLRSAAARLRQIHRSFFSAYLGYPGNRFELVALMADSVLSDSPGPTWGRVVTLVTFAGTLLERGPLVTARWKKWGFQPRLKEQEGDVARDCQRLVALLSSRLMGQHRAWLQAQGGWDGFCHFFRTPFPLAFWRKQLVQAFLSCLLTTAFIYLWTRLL
Bim-Mcl-1 = human Bim-Mcl-1 interaction inhibition | Q07820 | Bead-based flow cytometry, Bim peptide-Mcl-1 binding | inhibition, % at 10 µM | actives 0.1% (n = 190,000) | AID 1009;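 also: 0% = no compound tracer wells and 100% = peptide blocker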
Bfl-1 Bim block = human Bim-Bfl-1 interaction inhibition; Q16548; Bead-based flow cytometry, Bim-Bfl-1 binding inhibition; inhibition, % at 10 µM; actives 0.12% (n = 190,000);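 also: 0% = wells without compound plus tracer and 100% = blocker peptide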
RGS8-Gao = regulators of human RGS8-Galphao interaction; multiplexed bead flow cytometry, RGS8-Galphao binding; actives lie on both sides; response (percent of control binding), % at 10 µM; actives 0.34% (n = 220,000); in the data active = response below about 60% or above about 140%; inactive = in between;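 also: Galphao activated as the GDP aluminium fluoride complex binding bead-coupled RGS8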
Bcl-W Bim block = human Bim-Bcl-W interaction inhibition | Q92843 | bead-based flow cytometry, Bim peptide-Bcl-W binding | inhibition, % at 10 µM | actives 0.02% (n = 190,000);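 also: 0% = bound tracer without compound and 100% = peptide blocker; higher means less fluorescent Bim peptide bound to Bcl-W beads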
Mcl1-Bid inh = Mcl-1/Bid interaction inhibition | inhibition, % at 21.7 µM | AID 1021 | Q07820 | actives 0.97% (n = 220,000) | TR-FRET Mcl-1/Bid-Dy647 peptide binding, 1536-well;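 active = compounds that cut the binding signal by more than half at the single screening dose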;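 also: His-tagged Mcl-1 with europium anti-His antibody binding Bid BH3 peptide; 0% = Mcl-1 plus peptide wells and 100% = peptide-only wells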
Bim-Bcl-2 = disrupts Bim peptide binding to human Bcl-2 | P10415 | inhibition, % at 10 µM | Bead-based flow cytometry, Bim peptide-Bcl-2 binding | actives 0.06% (n = 190,000); in the data active = inhibition above about 40%; inconclusive = no clear call, values can overlap the other calls;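 also: 0% = no compound wells with probe peptide and 100% = reference peptide inhibitor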
Target sequence (P10415 whole entry, looked up): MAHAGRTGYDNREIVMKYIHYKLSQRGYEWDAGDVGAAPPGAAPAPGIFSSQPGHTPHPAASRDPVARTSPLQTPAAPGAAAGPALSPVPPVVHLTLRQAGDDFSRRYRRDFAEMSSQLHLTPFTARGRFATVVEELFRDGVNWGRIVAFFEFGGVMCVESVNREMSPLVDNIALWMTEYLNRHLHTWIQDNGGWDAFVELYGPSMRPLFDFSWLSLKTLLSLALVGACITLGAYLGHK
RGS4-Gao reg = human RGS4-Galphao interaction regulation; P09471; Multiplexed bead flow cytometry, RGS4-Galphao binding; actives lie on both sides; binding response (% of control), % at 10 µM; actives 0.33% (n = 220,000); AID 1415; in the data active = binding response below about 49% or above about 150%; inactive = in between;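 also: fluorescent Galphao activated with aluminum fluoride binding bead-coupled RGS4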
The depositor's hits bear a star. Rule as the data show it, unless noted: active = inhibition above about 40%.

Results for NC(=O)Cn1cc(C(=O)COc2ccccc2)c2ccccc21 ?
GSH bead fluor: 19; Bcl-XL Bim block: 0; RGS7-Gao reg: 103; Bcl-B Bim block: -3; Bim-Mcl-1: -1; Bfl-1 Bim block: -4; RGS8-Gao: 102; Bcl-W Bim block: 0; Mcl1-Bid inh: -2; Bim-Bcl-2: -4; RGS4-Gao reg: 103

How did COC(=O)COc1cc(OCC(=O)OC)c2c(C)c(Cl)c(=O)oc2c1 do in these assays?
GSH bead fluor: 2; Bcl-XL Bim block: -3; RGS7-Gao reg: 95; Bcl-B Bim block: -4; Bim-Mcl-1: -3; Bfl-1 Bim block: 0; RGS8-Gao: 98; Bcl-W Bim block: -2; Mcl1-Bid inh: 1; Bim-Bcl-2: 3; RGS4-Gao reg: 103

Results for C=CCn1cc(C(=O)NCCOC)c(=O)c2cc(S(=O)(=O)N(CC)CC)ccc21 ?
GSH bead fluor: 14; Bcl-XL Bim block: -2; RGS7-Gao reg: 103; Bcl-B Bim block: -4; Bim-Mcl-1: -3; Bfl-1 Bim block: -1; RGS8-Gao: 102; Bcl-W Bim block: -1; Mcl1-Bid inh: 26; Bim-Bcl-2: 0; RGS4-Gao reg: 101

How did Cc1ccccc1Cc1c(C)nc2c(C(=O)NCc3ccco3)cnn2c1C do in these assays?
GSH bead fluor: 24; Bcl-XL Bim block: 0; RGS7-Gao reg: 102; Bcl-B Bim block: -5; Bim-Mcl-1: -1; Bfl-1 Bim block: 5; RGS8-Gao: 95; Bcl-W Bim block: 0; Mcl1-Bid inh: 6; Bim-Bcl-2: 0; RGS4-Gao reg: 101

How did Cn1c(CNC(=O)Nc2cccc(Cl)c2)nnc1SCc1ccccc1 do in these assays?
GSH bead fluor: 27; Bcl-XL Bim block: -1; RGS7-Gao reg: 98; Bcl-B Bim block: -13; Bim-Mcl-1: 0; Bfl-1 Bim block: -14; RGS8-Gao: 96; Bcl-W Bim block: -1; Mcl1-Bid inh: 7; Bim-Bcl-2: -8; RGS4-Gao reg: 96

Results for C=CCc1ccccc1OCCNCCCOC ?
GSH bead fluor: 13; Bcl-XL Bim block: -3; RGS7-Gao reg: 98; Bcl-B Bim block: -1; Bim-Mcl-1: 0; Bfl-1 Bim block: -4; RGS8-Gao: 99; Bcl-W Bim block: -3; Mcl1-Bid inh: 84*; Bim-Bcl-2: -1; RGS4-Gao reg: 98

What do the screens show for `Cc1cc(C(F)(F)F)n2nc(C(=O)O)c(Cl)c2n1`?
GSH bead fluor: 25; Bcl-XL Bim block: 0; RGS7-Gao reg: 93; Bcl-B Bim block: 1; Bim-Mcl-1: 3; Bfl-1 Bim block: -1; RGS8-Gao: 97; Bcl-W Bim block: 2; Mcl1-Bid inh: -4; Bim-Bcl-2: 2; RGS4-Gao reg: 94

How did O=[N+]([O-])c1c(C(Cl)Cl)nn(-c2ccccc2)c1N1CCCC1 do in these assays?
GSH bead fluor: 44; Bcl-XL Bim block: 0; RGS7-Gao reg: 92; Bcl-B Bim block: -5; Bim-Mcl-1: 3; Bfl-1 Bim block: -15; RGS8-Gao: 96; Bcl-W Bim block: -1; Mcl1-Bid inh: -18; Bim-Bcl-2: -8; RGS4-Gao reg: 97

What do the screens show for `CSC(=S)N/N=C/c1ccc(Br)cc1`?
GSH bead fluor: 72; Bcl-XL Bim block: 0; RGS7-Gao reg: 103; Bcl-B Bim block: -8; Bim-Mcl-1: -4; Bfl-1 Bim block: -3; RGS8-Gao: 103; Bcl-W Bim block: -5; Mcl1-Bid inh: -18; Bim-Bcl-2: -6; RGS4-Gao reg: 102

What do the screens show for `COC(=O)C(CCCCNC(=O)c1ccc([N+](=O)[O-])cc1)NC(=O)c1ccc([N+](=O)[O-])cc1` (stereo not drawn)?
GSH bead fluor: 12; Bcl-XL Bim block: -6; RGS7-Gao reg: 101; Bcl-B Bim block: 0; Bim-Mcl-1: -4; Bfl-1 Bim block: -1; RGS8-Gao: 104; Bcl-W Bim block: -4; Mcl1-Bid inh: 1; Bim-Bcl-2: -3; RGS4-Gao reg: 101

What do the screens show for `Cc1cc(C)n2nc(C(=O)OCC(=O)N(CC(C)C)CC(C)C)nc2n1`?
GSH bead fluor: 10; Bcl-XL Bim block: 0; RGS7-Gao reg: 106; Bcl-B Bim block: 0; Bim-Mcl-1: 0; Bfl-1 Bim block: 3; RGS8-Gao: 102; Bcl-W Bim block: 1; Mcl1-Bid inh: 1; Bim-Bcl-2: 2; RGS4-Gao reg: 104

What do the screens show for `COc1ccc(CNC(=O)c2cccc(N(C)C)c2)cc1`?
GSH bead fluor: 35; Bcl-XL Bim block: -1; RGS7-Gao reg: 98; Bcl-B Bim block: -6; Bim-Mcl-1: 0; Bfl-1 Bim block: -14; RGS8-Gao: 99; Bcl-W Bim block: 0; Mcl1-Bid inh: -23; Bim-Bcl-2: -4; RGS4-Gao reg: 97

How did Clc1ccc(/C=N/N2CCN(Cc3ccccc3Cl)CC2)cc1 do in these assays?
GSH bead fluor: 28; Bcl-XL Bim block: 1; RGS7-Gao reg: inconclusive; Bcl-B Bim block: -3; Bim-Mcl-1: -1; Bfl-1 Bim block: -2; RGS8-Gao: 99; Bcl-W Bim block: 0; Mcl1-Bid inh: -44; Bim-Bcl-2: 2; RGS4-Gao reg: 97

How did Cn1c(-c2ccccc2)c[n+]2c1-c1ccccc1C2 do in these assays?
GSH bead fluor: 10; Bcl-XL Bim block: -7; RGS7-Gao reg: 104; Bcl-B Bim block: -3; Bim-Mcl-1: -18; Bfl-1 Bim block: -2; RGS8-Gao: 101; Bcl-W Bim block: -11; Mcl1-Bid inh: -7; Bim-Bcl-2: -7; RGS4-Gao reg: 106

How did CC1(C)OC(=O)C(=CNCC(O)c2ccccc2)C(=O)O1 (stereo not drawn) do in these assays?
GSH bead fluor: 18; Bcl-XL Bim block: -7; RGS7-Gao reg: 102; Bcl-B Bim block: -5; Bim-Mcl-1: -2; Bfl-1 Bim block: -2; RGS8-Gao: 102; Bcl-W Bim block: -6; Mcl1-Bid inh: -6; Bim-Bcl-2: 0; RGS4-Gao reg: 101

Compounds above that have sulfur, in the order listed:
Results for C=CCn1cc(C(=O)NCCOC)c(=O)c2cc(S(=O)(=O)N(CC)CC)ccc21 ?
GSH bead fluor: 14; Bcl-XL Bim block: -2; RGS7-Gao reg: 103; Bcl-B Bim block: -4; Bim-Mcl-1: -3; Bfl-1 Bim block: -1; RGS8-Gao: 102; Bcl-W Bim block: -1; Mcl1-Bid inh: 26; Bim-Bcl-2: 0; RGS4-Gao reg: 101

How did Cn1c(CNC(=O)Nc2cccc(Cl)c2)nnc1SCc1ccccc1 do in these assays?
GSH bead fluor: 27; Bcl-XL Bim block: -1; RGS7-Gao reg: 98; Bcl-B Bim block: -13; Bim-Mcl-1: 0; Bfl-1 Bim block: -14; RGS8-Gao: 96; Bcl-W Bim block: -1; Mcl1-Bid inh: 7; Bim-Bcl-2: -8; RGS4-Gao reg: 96

What do the screens show for `CSC(=S)N/N=C/c1ccc(Br)cc1`?
GSH bead fluor: 72; Bcl-XL Bim block: 0; RGS7-Gao reg: 103; Bcl-B Bim block: -8; Bim-Mcl-1: -4; Bfl-1 Bim block: -3; RGS8-Gao: 103; Bcl-W Bim block: -5; Mcl1-Bid inh: -18; Bim-Bcl-2: -6; RGS4-Gao reg: 102

Continuation:
How did COc1ccc(C)cc1N/C(N)=N/c1nc(C)cc(C)n1 do in these assays?
GSH bead fluor: 15; Bcl-XL Bim block: -4; RGS7-Gao reg: 96; Bcl-B Bim block: -6; Bim-Mcl-1: -2; Bfl-1 Bim block: -5; RGS8-Gao: 98; Bcl-W Bim block: -4; Mcl1-Bid inh: -10; Bim-Bcl-2: -4; RGS4-Gao reg: 97

Results for CO[C@H]1C=CO[C@@]2(C)Oc3c(C)c(O)c4c(O)c(c(C=NN5CCN(C6CCCC6)CC5)c(O)c4c3C2=O)NC(=O)C(C)=CC=C[C@H](C)[C@H](O)[C@@H](C)[C@@H](O)[C@@H](C)[C@H](OC(C)=O)[C@@H]1C ?
GSH bead fluor: 65; Bcl-XL Bim block: -1; RGS7-Gao reg: 93; Bcl-B Bim block: -1; Bim-Mcl-1: 0; Bfl-1 Bim block: 0; RGS8-Gao: 99; Bcl-W Bim block: 0; Mcl1-Bid inh: -9; Bim-Bcl-2: -3; RGS4-Gao reg: 100

What do the screens show for `O=C(/C=C/c1ccc(Br)cc1)c1ccc(NC(=O)c2ccco2)cc1`?
GSH bead fluor: 6; Bcl-XL Bim block: -47; RGS7-Gao reg: 118; Bcl-B Bim block: -7; Bim-Mcl-1: -47; Bfl-1 Bim block: 32; RGS8-Gao: 106; Bcl-W Bim block: -42; Mcl1-Bid inh: -24; Bim-Bcl-2: 25; RGS4-Gao reg: 115

How did COc1cccc(NC(=O)CN(c2ccc3c(c2)OCO3)S(C)(=O)=O)c1 do in these assays?
GSH bead fluor: 13; Bcl-XL Bim block: 0; RGS7-Gao reg: 102; Bcl-B Bim block: 5; Bim-Mcl-1: 0; Bfl-1 Bim block: 1; RGS8-Gao: 100; Bcl-W Bim block: -1; Mcl1-Bid inh: -12; Bim-Bcl-2: 1; RGS4-Gao reg: 101

Results for COc1cc(C(=O)Nc2nnc(C3CC3)s2)ccc1OCc1c(C)noc1C ?
GSH bead fluor: 8; Bcl-XL Bim block: -6; RGS7-Gao reg: 98; Bcl-B Bim block: -5; Bim-Mcl-1: -2; Bfl-1 Bim block: -8; RGS8-Gao: 100; Bcl-W Bim block: -3; Mcl1-Bid inh: -18; Bim-Bcl-2: -4; RGS4-Gao reg: 102

What do the screens show for `CCS(=O)(=O)c1ccc(C(=O)NC2CC2)c(Cl)c1Cl`?
GSH bead fluor: 15; Bcl-XL Bim block: 0; RGS7-Gao reg: 97; Bcl-B Bim block: -1; Bim-Mcl-1: -1; Bfl-1 Bim block: 0; RGS8-Gao: 95; Bcl-W Bim block: 1; Mcl1-Bid inh: -15; Bim-Bcl-2: 0; RGS4-Gao reg: 92

How did COc1ccc(Cc2[nH]n3c(=O)cc(C)nc3c2-c2ccccc2)cc1 do in these assays?
GSH bead fluor: 15; Bcl-XL Bim block: -3; RGS7-Gao reg: 104; Bcl-B Bim block: -2; Bim-Mcl-1: 0; Bfl-1 Bim block: -2; RGS8-Gao: 99; Bcl-W Bim block: 3; Mcl1-Bid inh: -56; Bim-Bcl-2: -3; RGS4-Gao reg: 98

Results for O=C(NC1CCCCC1)C(c1ccccc1)N(C(=O)Cc1ccsc1)c1ccccc1 (stereo not drawn) ?
GSH bead fluor: 47; Bcl-XL Bim block: 5; RGS7-Gao reg: 98; Bcl-B Bim block: -5; Bim-Mcl-1: -2; Bfl-1 Bim block: -7; RGS8-Gao: 99; Bcl-W Bim block: 0; Mcl1-Bid inh: 6; Bim-Bcl-2: -6; RGS4-Gao reg: 97

How did NS(=O)(=O)c1cccc(NC(=O)COC(=O)/C=C/c2ccco2)c1 do in these assays?
GSH bead fluor: 17; Bcl-XL Bim block: -2; RGS7-Gao reg: inconclusive; Bcl-B Bim block: -5; Bim-Mcl-1: -4; Bfl-1 Bim block: -6; RGS8-Gao: 101; Bcl-W Bim block: -1; Mcl1-Bid inh: -10; Bim-Bcl-2: -6; RGS4-Gao reg: 104
